CHRM5 antagonist: antagonists of human muscarinic M5 receptor (CHRM5); 360,000 compounds, 0.59% hits; P08912; inhibition, % at 3 µM; CHO-hM5 cells, Fluo-8 calcium fluorescence, ACh EC80;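 active means inhibition above a per-plate cutoff, the mean of that plate's test compounds plus 3 SD, cut at about 27% in these data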;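 further: 0% = acetylcholine EC80 with DMSO and 100% = DMSO without agonist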
M4 antag: antagonists of human muscarinic M4 receptor (CHRM4). 360,000 compounds, 0.73% hits. CHO-hM4 cells, ACh EC80, Fluo-8 calcium fluorescence. AID 624125. inhibition, % at 3 µM. P08173;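 active means inhibition above its plate's cutoff, the mean inhibition of sample wells plus 3 SD, cut at about 27% in these data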;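 further: 0% = acetylcholine EC80 with DMSO and 100% = DMSO without agonist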
Target sequence (P08173 whole entry, looked up): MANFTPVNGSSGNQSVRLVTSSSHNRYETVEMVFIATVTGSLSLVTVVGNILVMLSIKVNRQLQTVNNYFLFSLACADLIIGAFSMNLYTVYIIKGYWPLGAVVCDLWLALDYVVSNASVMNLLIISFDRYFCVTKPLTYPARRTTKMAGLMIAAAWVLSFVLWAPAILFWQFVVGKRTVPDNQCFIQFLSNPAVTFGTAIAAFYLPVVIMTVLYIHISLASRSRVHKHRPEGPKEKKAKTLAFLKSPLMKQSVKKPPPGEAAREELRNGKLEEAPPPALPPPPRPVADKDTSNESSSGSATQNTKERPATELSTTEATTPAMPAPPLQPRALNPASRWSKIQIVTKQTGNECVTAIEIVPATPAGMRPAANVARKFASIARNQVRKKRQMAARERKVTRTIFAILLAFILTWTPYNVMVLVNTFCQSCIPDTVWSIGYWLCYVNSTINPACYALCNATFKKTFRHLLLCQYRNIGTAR
CHO-K1 Ca ag: nonselective activator or artifact in parental CHO-K1 cells; Fluo-8 calcium fluorescence; scaled to maximal ATP response, vehicle zero; activation, % at 3 µM; 360,000 compounds, 0.48% hits; in the data active means activation above about 15%;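 further: untransfected CHO-K1 host cells lacking M1 receptor as counterscreen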
CHRM5 PAM: positive allosteric modulators of human muscarinic M5 receptor; P08912; CHO-K1 hM5, Fluo-8 calcium, ACh EC20 PAM; 0% = ACh EC20, 100% = ACh EC100; activation, % at 3 µM; AID 624038; 360,000 compounds, 0.3% hits;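 active means activation above the run cutoff, the mean activation of all test compounds plus 3 SD, cut at about 18% in these data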
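Measured by: Fluo-8 calcium fluorescence; material: human M5 receptor in CHO-K1 cells; schedule: Post-acetylcholine fluorescence recording 140 s; benchmarks: low control EC20 acetylcholine (0%), high control EC100 acetylcholine (100%); read-out: Max/basal fluorescence ratio as % of EC20–EC100 ACh window; compound: single dose, 3 µM nominal final test concentration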
CHRM5 agonist: CHRM5 agonism in calcium assay; P08912; CHO-K1 hM5 cells, Fluo-8 calcium fluorescence; 0% DMSO wells, 100% maximal acetylcholine response; activation, % at 3 µM; 360,000 compounds, 0.19% hits; AID 624037;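 active means activation above the run's mean over test compounds plus 3 SD, cut at about 23% in these data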;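 further: signal is peak over basal fluorescence ratio across the kinetic read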
CHO-K1 Ca PAM: counter-screen for M1 PAMs: effect in parental CHO-K1 cells; ATP EC20, Fluo-8 calcium fluorescence; 0% at ATP EC20, 100% at ATP max; 360,000 compounds, 0.02% hits; activation, % at 3 µM; AID 602247;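 active means activation above the run cutoff, the mean activation of all test compounds plus 3 SD, cut at about 40% in these data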;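 further: peak over basal fluorescence ratio in a 140 s read after ATP addition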
CHRM4 agonist: CHRM4 agonism in calcium assay; P08173; CHO-K1 hM4/Gqi5, Fluo-8 calcium fluorescence; vehicle 0%, full acetylcholine response 100%; activation, % at 3 µM; 360,000 compounds, 0.14% hits; AID 624127;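 active means activation above the run mean over all test wells plus 3 SD, cut at about 32% in these data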;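 further: peak over basal fluorescence ratio per well then scaled between controls; 0% = DMSO wells and 100% = acetylcholine at EC100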
CHO-K1 Ca antag: counter-screen for M1 antagonists: effect in parental CHO-K1 cells. ATP-induced calcium, Fluo-8 fluorescence. inhibition, % at 3 µM. 360,000 compounds, 0.6% hits. AID 602250;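 active means inhibition above a per-plate cutoff, the plate's mean sample inhibition plus 3 SD, cut at about 24% in these data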;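 further: 0% = DMSO plus EC80 ATP and 100% = DMSO alone without ATP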
M4 PAM: CHRM4 positive allosteric modulation | P08173 | CHO-K1 hM4/Gqi5, Fluo-8 calcium fluorescence, ACh EC20; 0% = ACh EC20, 100% = maximal ACh | activation, % at 3 µM | 360,000 compounds, 0.4% hits;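 active means activation above its plate's cutoff, the mean activation of sample wells plus 3 SD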; further: some results filed as inactive read as strong as hits
* = called active by the depositor; . = not tested or not shown.

SMILES	CHRM5 antagonist	M4 antag	CHO-K1 Ca ag	CHRM5 PAM	CHRM5 agonist	CHO-K1 Ca PAM	CHRM4 agonist	CHO-K1 Ca antag	M4 PAM
CC(CCc1ccccc1)NC(=O)CSc1nccc(=O)[nH]1 (centres undefined)	5	5	-0.3	-7	0	1	0	6	-4
Cn1c(CSCc2ccc(Cl)c(Cl)c2)n[nH]c1=S	-3	0	2.4	-7	-2	3	3	-1	-1
O=C(NCc1ccccn1)C1(C(F)(F)F)C/C(=C\CCO)CCCO1 (centres undefined)	1	-1	0.1	6	2	14	1	-6	5
CC(C)(C)C(=O)N1CCN(c2nc3ccc(Br)cc3s2)CC1	6	-3	3.2	5	1	-6	1	-1	1
CCOC(=O)C1CCN(C(=S)Nc2ccc(CC)cc2)CC1	4	7	0.1	1	-7	19	1	-2	-4
Cn1c2[n+](c3ccc(Cl)cc3c1=O)Cc1ccccc1-2	17	-5	16*	-16	-10	5	3	4	-20
O=C(NCCCn1ccnc1)C1c2ccccc2Oc2ccccc21	13	16	-0.1	-18	-7	19	0	13	-15
CC(C)N(C)CCOC(=O)/C=C/c1ccccc1	-3	4	0.3	0	-7	24	1	-9	-1
CCCC(=O)N(c1ccc2oc(=O)sc2c1)S(=O)(=O)c1ccccc1	-5	-4	0.0	-1	-1	-7	0	13	7
O=C(Cc1ccccc1)NCc1nc2ccccc2[nH]1	-1	3	0.4	3	1	-6	1	-3	-3
CC[C@H](C)[C@H]1CNC(=S)N1CC1CCN(CCC(C)C)CC1	17	8	0.3	-3	-1	0	0	1	-4
CN(Cc1ccccc1)S(=O)(=O)c1ccc(Cl)c(C(=O)NCc2ccc3c(c2)OCO3)c1	5	2	2.3	-8	1	8	6	-6	-21
COc1cccc(-c2cc(C(F)(F)F)n3ncc(C(=O)NCC4CCCO4)c3n2)c1 (centres undefined)	-6	-16	1.3	11	-10	11	3	2	5
Cc1cc(C)cc(C(=O)OCC(=O)NCc2cccs2)c1	-4	-10	0.6	6	-2	24	0	-11	9
O=C(Nc1ccc(F)cc1)c1ccccc1NC(=O)C1CC=CCC1C(=O)O (centres undefined)	4	-13	0.7	-1	0	5	1	-4	10
COc1ccc(/C=N/Nc2cc(N3CCOCC3)ncn2)c(OC)c1	-5	-6	0.2	-1	0	1	0	4	0
O=C(c1cc2ccccc2oc1=O)N1CCN(CCc2ccccc2)CC1	2	2	0.8	-3	3	-6	1	-11	0
O=C(NCc1cccnc1)c1ccc(COc2ccc3c(c2)CCC3)o1	22	13	10	-9	4	0	9	7	-14
CCOc1ccc(NC(=S)NNC(=O)c2ccc(Br)cc2)cc1	8	-10	0.3	4	-4	1	2	-10	3
O=C(O)c1cc(NC(=O)c2ccc(Cl)c([N+](=O)[O-])c2)cc(C(=O)O)c1	-1	3	10	0	0	-5	0	14	-3
N#Cc1c(N)n(CCNC(=O)c2ccccc2)c2nc3ccccc3nc12	9	0	0.0	-4	-2	9	2	-4	0
c1ccc(Cc2nnc3sc(-c4ccncc4)nn23)cc1	-1	-8	-0.3	-3	-1	7	0	-6	0
O=[N+]([O-])c1ccc(N2CCSCC2)cc1	-6	3	1.7	6	-5	19	1	7	-5
On1onc2c3cc(-c4ccccc4)nc3ccc21	4	7	2.5	-10	3	24	10	0	-12
O=C(O)Cc1ccc(NC(=O)c2cccc(NC(=O)c3ccco3)c2)cc1	6	-9	-0.6	3	0	-14	2	28*	2
O=C(Nc1cccnc1)c1cc(-c2ccc(Br)cc2)nc2ccccc12	14	6	3.0	-8	-1	0	15	-3	-10
CC1=C(C(=O)N(C)C)CC(CC(=O)NCCCCc2ccccc2)C(=O)N1Cc1ccc(F)cc1 (centres undefined)	12	4	0.0	-3	-1	-3	0	20	0
CC1(C(=O)OCC(=O)NC(=O)NCc2ccccc2)CC1(Cl)Cl (centres undefined)	5	-9	15*	-3	-6	19	0	-10	3
COc1ccc(NC(=O)CSc2nnnn2C2CC2)cc1S(=O)(=O)N1CCOCC1	7	-3	0.3	8	2	8	2	-15	15
CC(C)CC(=O)Nc1ccc(-c2nc3ccccc3c(=O)o2)cc1	5	11	-0.4	2	6	1	-2	-3	2

Ordered by value in CHRM5 antagonist (highest first): some entries from above
canonical_smiles	CHRM5 antagonist	M4 antag	CHRM5 PAM	CHRM5 agonist	CHRM4 agonist	M4 PAM
N#Cc1c(N)n(CCNC(=O)c2ccccc2)c2nc3ccccc3nc12	9	0	-4	-2	2	0
On1onc2c3cc(-c4ccccc4)nc3ccc21	4	7	-10	3	10	-12
O=[N+]([O-])c1ccc(N2CCSCC2)cc1	-6	3	6	-5	1	-5

(continued)
SMILES	CHRM5 antagonist	M4 antag	CHO-K1 Ca ag	CHRM5 PAM	CHRM5 agonist	CHO-K1 Ca PAM	CHRM4 agonist	CHO-K1 Ca antag	M4 PAM
O[C@@H]1C[C@H](c2ccccc2)N(Cc2cccs2)C[C@H]1n1cc(C2CC2)nn1	-3	-20	1.5	-2	2	31	5	-17	6
CC(NC(=O)C1CC12CCC2)c1ccccc1 (centres undefined)	-1	-4	-0.1	0	-1	-2	0	7	0
CCC(C)NC(=O)c1ccccc1NC(=O)c1ccc(CSc2ccccc2)cc1 (centres undefined)	-2	-3	5.1	0	1	17	0	-1	-3
COc1cccc(N2CCN(C(=S)Nc3ccccc3OC)CC2)c1	-3	1	0.3	3	1	10	0	-8	0
CCN(CC(=O)Nc1ccccc1OC)C(=O)CC1CC2CCC1C2 (centres undefined)	2	1	0.0	-8	5	-1	2	-12	5
COc1ccc(CNC(=S)NC(C)CCc2ccccc2)cc1 (centres undefined)	3	6	4.4	2	-6	14	3	-8	2
O=C(N/N=C/c1coc2ccccc2c1=O)c1ccccc1Br	0	8	0.2	0	0	8	1	0	-7
Cc1ccn2c(=O)nc(SCc3cccc(C(F)(F)F)c3)nc2c1	3	-4	1.5	0	1	9	2	0	-8
CC(C)c1ccc(S(=O)(=O)/N=C2/C=C(Sc3ncn[nH]3)C(=O)c3ccccc32)cc1	19	10	1.7	-4	5	-5	3	3	5
Cc1cc(=O)oc2c3c(cc(OCC(=O)NC4CC4)c12)OC(C)(C)CC3	2	-11	-0.2	-4	1	-2	1	4	2
O=C(c1sccc1-c1ccccc1)N1CCN(S(=O)(=O)c2ccccc2F)CC1	6	-3	3.7	-10	-3	-3	7	-9	3
CCCCNC(=O)c1cccc2c(=O)c(C)c(-c3ccccc3)oc12	9	1	1.4	-6	-1	17	3	-1	2
O=C(NCCC1=CCCCC1)c1cnccn1	-6	1	-0.2	-3	-3	-3	0	16	-6
COc1ccc(NC(=O)C2CCCCN2N)cc1OC (centres undefined)	3	-6	0.7	-10	-1	5	7	-2	2
CC(C)CN(CCCNC(=O)CN1C(=O)COc2ccc(S(=O)(=O)N3CCCC3)cc21)CC(C)C	5	-2	-0.9	-1	-7	8	0	-12	12
Cc1nc2cc(-n3ccc(=O)cc3)ccc2n1-c1ccccc1	1	-4	0.6	2	-4	10	1	2	6
COc1ccccc1N1CC(C(=O)NCC2COc3ccccc3O2)CC1=O (centres undefined)	3	3	0.3	-4	0	-4	1	-16	-4
Cc1cccc(-c2ccc([N+](=O)[O-])cc2CN2CCN(c3ncc(Cc4ccccc4)cn3)CC2)c1	-4	11	.	1	-4	.	2	.	-10
COc1ccc(NC(=O)c2noc3c2CCC3)cc1	-6	3	0.2	5	1	-7	0	7	10
CCOC(=O)CN(c1ccccc1C)S(=O)(=O)c1ccc(Cl)cc1	5	-6	1.9	-7	-8	-9	-2	3	-8

Some values from above.
Value of `CCOc1ccc(NC(=S)NNC(=O)c2ccc(Br)cc2)cc1` under CHRM5 antagonist: 8
Value of `O=C(O)Cc1ccc(NC(=O)c2cccc(NC(=O)c3ccco3)c2)cc1` under M4 antag: -9
Value of `CC(C)(C)C(=O)N1CCN(c2nc3ccc(Br)cc3s2)CC1` under CHRM5 PAM: 5
Value of `CCN(CC(=O)Nc1ccccc1OC)C(=O)CC1CC2CCC1C2` (centres undefined) under CHRM5 PAM: -8
Value of `O=C(O)c1cc(NC(=O)c2ccc(Cl)c([N+](=O)[O-])c2)cc(C(=O)O)c1` under CHRM5 agonist: 0
Value of `O=C(NCCCn1ccnc1)C1c2ccccc2Oc2ccccc21` under CHRM5 antagonist: 13

A draw from above in order of molar mass, falling:
SMILES	CHRM5 antagonist	M4 antag	CHO-K1 Ca ag	CHRM5 PAM	CHRM5 agonist	CHO-K1 Ca PAM	CHRM4 agonist	CHO-K1 Ca antag	M4 PAM
CC(C)CN(CCCNC(=O)CN1C(=O)COc2ccc(S(=O)(=O)N3CCCC3)cc21)CC(C)C	5	-2	-0.9	-1	-7	8	0	-12	12
O=C(c1sccc1-c1ccccc1)N1CCN(S(=O)(=O)c2ccccc2F)CC1	6	-3	3.7	-10	-3	-3	7	-9	3
COc1ccccc1N1CC(C(=O)NCC2COc3ccccc3O2)CC1=O (centres undefined)	3	3	0.3	-4	0	-4	1	-16	-4
CCOC(=O)CN(c1ccccc1C)S(=O)(=O)c1ccc(Cl)cc1	5	-6	1.9	-7	-8	-9	-2	3	-8
Cc1nc2cc(-n3ccc(=O)cc3)ccc2n1-c1ccccc1	1	-4	0.6	2	-4	10	1	2	6
COc1ccc(NC(=O)C2CCCCN2N)cc1OC (centres undefined)	3	-6	0.7	-10	-1	5	7	-2	2
COc1ccc(NC(=O)c2noc3c2CCC3)cc1	-6	3	0.2	5	1	-7	0	7	10

Bioassay records deposited in PubChem BioAssay by The Scripps Research Institute Molecular Screening Center.
